Compound activity from PubChem.
PAFAH1B3 inh = PAFAH1B3 enzyme inhibitors, primary screen, biochemical, fluorescence polarization, human | 0.28% of 340,000 active | Platelet-activating factor acetylhydrolase IB subunit alpha1 (Homo sapiens), Q15102 | AID 492972, 2010 | recombinant PAFAH1B3, FP-rhodamine probe | inhibition, % at 3.39 µM;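 active means inhibition above the screen-wide average of all tested compounds plus 3 SD, cut at about 25% in these data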;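 further: 0% = enzyme with DMSO only and 100% = wells lacking PAFAH1B3 protein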
PAFAH2 FP inh = PAFAH2 enzyme inhibitors, primary screen, biochemical, fluorescence polarization, human; AID 492956, 2010; recombinant PAFAH2, FP-rhodamine activity probe; 0.99% of 340,000 active; Platelet-activating factor acetylhydrolase 2, cytoplasmic (Homo sapiens), Q99487; inhibition, % at 3.39 µM;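 active means inhibition above the mean over all tested compounds plus 3 SD, cut at about 30% in these data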;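 further: inhibitors block probe labeling of enzyme so polarization drops; 0% = enzyme with DMSO and 100% = wells lacking PAFAH2 protein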
PAD4 inh = human PAD4 inhibitors, primary screen, biochemical, fluorescence polarization, 1536-well format | inhibition, % at 6.36 µM | 0.41% of 330,000 active | Protein-arginine deiminase type-4 (Homo sapiens), Q9UM07 | recombinant PAD4, RCA probe fluorescence polarization;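 active means percent inhibition above a cutoff equal to the mean of all tested compounds plus 3 SD, cut at about 15% in these data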;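 further: 0% = PAD4 with RCA probe and DMSO and 100% = probe without PAD4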
PAFAH1B2 inh = PAFAH1B2 enzyme inhibitors, primary screen, biochemical, fluorescence polarization, human; 1.2% of 340,000 active; inhibition, % at 3.39 µM; Platelet-activating factor acetylhydrolase IB subunit alpha2 (Homo sapiens), P68402; recombinant PAFAH1B2, FP-rhodamine activity probe;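 active means inhibition above the mean of all tested compounds plus 3 SD, cut at about 24% in these data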;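 further: 0% = enzyme with DMSO and 100% = wells lacking PAFAH1B2; many of its hits are not listed in these tables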
Target sequence (P68402 whole entry, looked up): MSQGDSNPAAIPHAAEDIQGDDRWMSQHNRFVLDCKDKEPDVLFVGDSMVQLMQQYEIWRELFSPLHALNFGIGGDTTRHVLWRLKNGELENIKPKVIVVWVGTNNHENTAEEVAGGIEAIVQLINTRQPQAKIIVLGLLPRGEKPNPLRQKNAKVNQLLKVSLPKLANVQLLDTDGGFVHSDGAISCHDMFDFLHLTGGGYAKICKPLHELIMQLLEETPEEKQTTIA
Fam108B counter = mouse Fam108B serine hydrolase inhibitors, primary screen, counter-screen for RBBP9 inhibitor project, biochemical, fluorescence polarization | recombinant Fam108B, FP-Rh probe fluorescence polarization | inhibition, % at 9.51 µM | 0.33% of 300,000 active;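 active means inhibition above the screen mean inhibition plus 3 SD, computed separately per campaign, cut at about 18% in these data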;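 further: inhibitors lower polarization as less probe binds the enzyme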
LYPLA1 counter = LYPLA1 inhibitors, primary screen, counter-screen for PME1 inhibitor project, biochemical, fluorescence polarization, FP-Rh probe ABPP. Acyl-protein thioesterase 1 (Homo sapiens), O75608. recombinant LYPLA1. inhibition, % at 5.9 µM. 0.16% of 320,000 active. AID 2174, 2009;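 active means inhibition above the mean of all tested compounds plus 3 SD, set per campaign, cut at about 14% in these data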;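 further: inhibitors block serine hydrolase probe labeling of LYPLA1 so polarization falls; 0% = enzyme with DMSO and 100% = wells lacking LYPLA1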
Target sequence (O75608 whole entry, looked up): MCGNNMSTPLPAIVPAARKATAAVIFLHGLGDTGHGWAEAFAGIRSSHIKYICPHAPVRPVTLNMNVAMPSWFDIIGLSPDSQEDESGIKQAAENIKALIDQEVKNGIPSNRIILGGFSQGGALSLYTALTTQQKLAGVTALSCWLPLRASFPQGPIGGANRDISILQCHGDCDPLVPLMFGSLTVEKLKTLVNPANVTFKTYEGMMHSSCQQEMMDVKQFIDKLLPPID
PME-1 inh = PME-1 inhibitors via competitive probe labeling, primary screen, biochemical, fluorescence polarization, FP-Rh probe, HTS. Protein phosphatase methylesterase 1 (Homo sapiens), Q9Y570. recombinant PME-1. inhibition, % at 5.9 µM. 0.53% of 320,000 active;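 active means inhibition above the campaign mean of all compounds plus 3 SD, cut at about 26% in these data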;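 further: competitive labeling of PME-1 active site by serine hydrolase directed probe; 0% = PME-1 with DMSO and 100% = wells lacking PME-1 enzyme; inhibitors block probe labeling so polarization falls and inhibition rises; many of its hits are not listed in these tables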
Target sequence (Q9Y570 whole entry, looked up): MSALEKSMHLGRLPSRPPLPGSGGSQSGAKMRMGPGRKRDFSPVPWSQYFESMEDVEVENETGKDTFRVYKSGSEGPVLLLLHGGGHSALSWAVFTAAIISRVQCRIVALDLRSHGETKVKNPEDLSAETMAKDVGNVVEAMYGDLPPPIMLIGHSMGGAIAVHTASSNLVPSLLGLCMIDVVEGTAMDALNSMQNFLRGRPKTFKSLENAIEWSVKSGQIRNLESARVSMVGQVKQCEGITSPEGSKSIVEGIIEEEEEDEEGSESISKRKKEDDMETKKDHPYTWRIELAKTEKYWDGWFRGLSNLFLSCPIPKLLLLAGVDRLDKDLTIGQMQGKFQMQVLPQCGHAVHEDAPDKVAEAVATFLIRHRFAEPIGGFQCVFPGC
GSTO1 inh = inhibitors of recombinant GSTO1, primary screen, counter-screen for RBBP9 inhibitor project, biochemical, fluorescence polarization; Glutathione S-transferase omega-1 (Homo sapiens), P78417; activity-based probe fluorescence polarization; inhibition, % at 5.96 µM; 1.1% of 300,000 active;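 active means inhibition above the campaign mean inhibition plus 3 SD, cut at about 35% in these data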;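 further: 0% = GSTO1-1 with DMSO and 100% = wells lacking GSTO1-1 enzyme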
pPAFAH FP inh = pPAFAH enzyme inhibitors, primary screen, biochemical, fluorescence polarization, human. Platelet-activating factor acetylhydrolase (Homo sapiens), Q13093. recombinant pPAFAH, FP-rhodamine probe fluorescence polarization. inhibition, % at 3.39 µM. 1.5% of 330,000 active. AID 463082, 2010;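 active means inhibition above the mean inhibition across the screen plus 3 SD, cut at about 25% in these data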;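 further: inhibitors block binding of the rhodamine activity-based probe so polarization drops; 0% = enzyme with DMSO and 100% = wells lacking pPAFAH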
Starred values were filed as active, the others as inactive; / = not tested or not shown. This is a subset. The share of hits here may be higher or lower than overall.

Compound	Fam108B counter	PAD4 inh	pPAFAH FP inh	PAFAH1B3 inh	PAFAH2 FP inh	GSTO1 inh	LYPLA1 counter	PME-1 inh	PAFAH1B2 inh
Cc1ccc[n+](-c2[nH]c(=O)sc2/C=N/N=C(\[O-])CCn2c3ccccc3c3ccccc32)c1	0	3	-1	11	3	0	-1	-4	4
COC(=O)Cn1c(O)c(N=NC(=O)OC)c2ccccc21	-3	-4	-6	7	-8	2	2	6	0
CC(C)C(=O)Nc1ccc(C(=O)Nc2nnc(C(C)(C)C)s2)cc1	0	1	-1	/	/	-11	0	-3	/
C#CCOCCOCCOCCNc1nc(N2CCN(C(=O)C([C@@H](C)O)n3cc([C@@H](N)CCCCN)nn3)CC2)nc(N2CCN(C(=O)[C@H](CCC(=O)O)n3cc([C@@H](N)CCCCN)nn3)CC2)n1 (some centres undefined)	/	-1	-2	10	0	/	/	/	1
CC(=O)c1c(O)cc(C)n(-c2ccc(F)cc2)c1=O	-3	-2	-1	6	4	2	-3	4	-2
COc1ccc(S(=O)(=O)N2CCC(C(=O)N3CCOCC3)CC2)cc1Cl	3	-2	2	8	5	-6	-1	3	-3
CCc1cc2cc(C)ccc2nc1SCC(=O)NNC(=O)c1ccco1	3	-1	21	4	-5	-10	-3	-3	8
CCC(=O)N(Cc1cccs1)C1CCOC(C)(C)C1 (centres undefined)	-1	-1	0	11	3	0	3	6	3
O=C(c1coc2ccc(O)c(CN3CCOCC3)c12)C1CC1	2	-6	0	9	6	5	-4	-2	3
C#CCOCCOCCOCCNc1nc(N2CCOCC2)nc(N2CCN(C(=O)[C@H](CCCCN)n3cc([C@@H](N)CC(C)C)nn3)CC2)n1	-2	1	1	-12	3	-1	-1	4	-6
NC(=O)c1ccc(NC(=O)COC(=O)CCN=C2NS(=O)(=O)c3ccccc32)cc1	/	-1	2	4	1	/	2	0	4
CC1CN(CCOc2ccc(F)cc2)CC(C)O1 (centres undefined)	2	-1	2	4	3	-1	-3	-1	3
O=C1c2ccccc2CCC12N=NCC2c1ccc(Cl)cc1 (centres undefined)	3	4	4	3	8	4	-2	2	1
Cc1ccc(CN2CCN(/N=C/c3ccc(N(C)C)cc3)CC2)cc1	-2	9	2	/	/	8	-1	5	/
N/C(=N\OC(=O)c1ccc(Cl)cc1)c1nonc1N	2	-2	5	4	9	2	-11	-4	-2
Cc1cc(N2C(=O)C(=O)/C(=C(/O)c3ccc(F)cc3)C2c2ccc(F)cc2)no1 (centres undefined)	2	-1	6	-7	-4	-4	2	2	2
CC1(C)CC(OC(=O)c2ccco2)CC(C)(C)N1O	8	-6	4	3	1	-7	0	-2	5
COc1ccccc1-n1c(SCC(=O)NC(C)(C)C)nc(O)c(Cc2ccccc2)c1=O	-3	1	2	0	2	-4	0	3	-1
CCN1CCN(c2nc(Nc3ccccc3F)nc(N)c2[N+](=O)[O-])CC1	4	0	-2	5	7	-9	2	4	1
CCOC(=O)c1cc(NC(=O)Nc2ccc(OC)c(OC)c2)c(C)nc1C	3	-3	0	4	2	6	-3	11	6
N#Cc1nc(-c2cccs2)oc1NCc1ccccc1Cl	6	4	6	1	-9	1	0	3	0
C/C(=N/NC(=O)CN1CCN(Cc2ccccc2Cl)CC1)c1cccs1	2	5	-2	/	/	-9	-6	-8	/
O=c1c2ccccc2nc2n1C(CSc1ccc(Cl)cc1)CN2 (centres undefined)	-1	3	5	1	-3	-9	-1	0	6
NC(=O)c1ccc(NC(=O)CCNC(=O)c2ccco2)cc1	-1	-2	-2	7	2	-3	3	-5	3
COc1cccc(-c2noc(-c3cccnc3)n2)c1	5	-4	4	1	-1	4	-1	-5	-4
Cn1c(Nc2ccccc2)cc(=O)n(C)c1=O	1	-1	-4	12	2	7	-7	-7	1
CCOc1cc(N2CCOCC2)c(OCC)cc1NC(=O)Cn1cnc2c(=O)n(C)c(=O)n(C)c21	0	2	-1	5	-5	5	-1	-5	8
CCOC(=O)c1nncc(-c2ccccc2)n1	/	-2	0	-2	1	/	4	0	1
C/C(=N\N1CCN(c2ccc(Cl)cc2)CC1)c1cccc([N+](=O)[O-])c1	2	-3	0	6	3	2	2	9	2
CCOC(=O)C1CCN(C(=O)C(C)c2ccc([N+](=O)[O-])cc2)CC1 (centres undefined)	1	-3	-2	7	2	-4	-1	-2	6
Cc1ccc(O)c(NC(=O)c2cc(C)no2)c1	-4	-4	-2	10	-3	7	1	-1	2
COC(=O)c1ccc(COC(=O)CNC(=O)c2ccc(-c3ccccc3)cc2)cc1	-1	-1	0	0	1	-4	0	2	-4
CCc1ccc(NC(=O)C2C3C=CC(C4CC34)C2C(=O)O)cc1 (centres undefined)	-1	-4	-4	1	4	-3	3	2	6
O=C(NC(=S)Nc1ccc2c(c1)OCCO2)c1cccc(Br)c1	-3	-4	0	0	-3	-5	-7	0	5
Cc1cccc(/C=C/c2onc(C)c2S(=O)(=O)N2CCC(C(=O)N3CCC(C)CC3)CC2)c1	3	0	7	-1	-3	-5	2	5	1
C/C(CC(=O)NCc1ccccc1)=N\NC(N)=S	-4	0	3	3	5	5	0	-6	4
O=C(CSc1nnnn1C1CC1)Nc1cccc(S(=O)(=O)N2CCCC2)c1	/	0	16	2	-2	/	-2	-3	-1
COCC(=O)Nc1ccc(S(=O)(=O)NCCc2ccccc2)cc1	1	-2	7	2	-4	19	2	3	6
Cc1cc(C)n2cc(CSc3nnnn3C)nc2n1	-2	0	4	1	1	0	3	-1	3
Cc1cc(NC(=O)CCCSc2nc(-c3ccco3)cc(C(F)(F)F)n2)no1	0	0	3	-2	-4	-5	7	3	-4
Cc1cc(NC(=O)CSc2ccc3nnc(CCNC(=O)c4ccccc4)n3n2)no1	5	-3	6	3	5	-2	-1	-7	1
COCC(C)NCc1cc(Br)ccc1OC (centres undefined)	4	-6	-1	4	-1	4	-2	-4	0
Cc1ccc2nc(C)c(C(=O)NN=C3CCN(C)CC3)n2c1	0	1	5	5	4	10	0	4	1
Cc1ccc(C)c(NS(=O)(=O)c2ccc3[nH]c(=O)oc3c2)c1	5	-2	42*	3	4	27	0	-9	3
Cc1ccc(-c2cc(-c3ccccc3)no2)c(O)c1	-2	0	-3	9	-8	1	0	1	7
COc1ccc(OCCOc2ccc(S(=O)(=O)N3CCCC3)cc2[N+](=O)[O-])cc1	/	2	4	1	5	/	-2	7	3
CCOc1ccc(C(C(=O)NC(C)(C)C)N(CCOC)C(=O)CCC(=O)Nc2nccs2)cc1 (centres undefined)	-1	2	1	7	4	1	-1	-5	2
COc1ccc(NC(=O)c2cccc3ccccc23)cc1	6	5	-8	1	1	5	-1	-2	-1
Oc1cccc(C(O)CNCc2ccc(-c3ccccc3)cc2)c1 (centres undefined)	-2	-7	-2	12	4	-3	2	-1	6
COc1cccc(CN2CCN(C(=S)NCc3ccc(Cl)cc3)CC2)c1	-1	2	1	8	0	19	-2	-1	-2
CC1CN(CCCCOc2cccc(Oc3ccccc3)c2)CC(C)O1 (centres undefined)	5	1	6	9	0	-2	1	-4	5
COc1ccc(COCC(O)CN(Cc2ccccc2)C(C)C)cc1OC (centres undefined)	0	4	1	-7	3	3	-2	-2	-3
COc1ccc(N2C(=O)CC(NCC#N)C2=O)cc1 (centres undefined)	0	0	4	2	2	2	1	-4	4
CCc1ccc(N(C(=O)c2csnn2)C(C(=O)NC(C)(C)C)c2ccccn2)cc1 (centres undefined)	-3	-3	1	0	-3	4	-3	-1	-6
CCN1CCN(C(=O)c2ccc(OCC(=O)Nc3ccc(F)cc3)c(OC)c2)CC1	-3	-4	9	1	-1	-10	2	-1	-2
Cc1noc(C)c1COc1ccc(C(=O)OCC(=O)Nc2ccc(C(=O)N(C)C)cc2)cc1	0	-5	1	3	9	-6	0	-4	1
CC(=O)C(c1ccccc1)C(c1ccccc1)C(C)[N+](=O)[O-] (centres undefined)	1	1	2	13	-5	8	-2	3	3
CC(=O)Nc1ccc(C(=O)N(C)C(C(=O)Nc2ccc(C)cc2)c2ccccn2)cc1 (centres undefined)	1	4	3	6	0	6	0	0	-2
Cc1cc2cc(C=O)c(Cl)nc2cc1C	2	0	4	6	-5	-7	-1	-4	4
C=CCOc1ccc(CNc2ccc3[nH]c(=O)[nH]c3c2)cc1	0	-9	3	-2	2	1	-2	16	-1

(cont.)
Compound	Fam108B counter	PAD4 inh	pPAFAH FP inh	PAFAH1B3 inh	PAFAH2 FP inh	GSTO1 inh	LYPLA1 counter	PME-1 inh	PAFAH1B2 inh
O=C(CCC1CCCCC1)NCc1ccc(F)cc1	0	-1	7	-2	2	2	-4	-5	-3
Cc1ccc(S(=O)(=O)c2ccc(Oc3cccc(C)c3)cc2)cc1	-1	-1	4	8	4	4	-2	-5	6
CCn1c(SCC(=O)Nc2ccc(S(N)(=O)=O)cc2)nnc1-c1cccc(OC)c1	-2	-5	3	6	2	-4	0	3	1
CC(C)[C@H](NC(=O)c1ccccc1)C(=O)OCC(=O)c1ccc(S(=O)(=O)N2CCCCC2)cc1	-1	-1	2	6	0	37*	1	1	5
COC(=O)c1ccc(C(C(=O)NC2CCCCC2)N(CCc2ccccc2)C(=O)Cc2cccs2)cc1 (centres undefined)	-1	1	-1	7	7	0	2	0	7
COc1ccc(NC(=O)Nc2ccc3nccnc3c2)cc1	9	-3	7	-2	-5	5	2	24	4
O=C(NC1CCS(=O)(=O)C1)c1c(NC(=O)C2COc3ccccc3O2)sc2c1CCCC2 (centres undefined)	-20	-1	0	-10	-6	-8	-6	-11	-7
C[C@H](CO)N1C[C@H](C)[C@@H](CN(C)S(C)(=O)=O)Oc2ccc(NS(=O)(=O)c3ccccc3)cc2C1=O	/	2	5	11	9	/	/	/	6
CCCn1c2ccccc2c2cnn(CC(=O)OC)c(=O)c21	0	2	-1	-4	2	-6	-2	1	3
N#Cc1nccnc1S(=O)(=O)c1cccs1	-5	3	-6	/	/	-20	-1	-4	/
CCN1CCN(CCCN(Cc2ccco2)C(=S)Nc2cc(Cl)ccc2C)CC1	5	0	6	4	-3	3	1	-2	1
N#Cc1ccccc1NC(=O)CSc1nnc(-c2ccccc2O)n1-c1ccccc1	1	2	-4	8	10	8	-1	3	9
N#C/C(=C\c1cccc(OC(=O)c2cccs2)c1)C(N)=O	-2	-1	6	-3	9	1	-1	-1	9
